Growth percent in the NCI-60 one-dose screen (48 h, 10 µM unless noted): 100 = growth as untreated, 0 = no growth, -100 = all killed.
IGROV1 = IGROV1 ovarian cancer. 79,000 tested, 4.7% active
KM12 = KM12 colon cancer cells | 82,000 tested, 5% active | AID 1794800
HCT-116 = HCT-116 colon cancer | 82,000 tested, 7.3% active | AID 1794798
OVCAR-4 = OVCAR-4 ovarian cancer cells. 80,000 tested, 3.7% active
HT29 = HT29 colon cancer; 81,000 tested, 7.4% active; AID 1794748
COLO 205 = COLO 205 colon cancer. 79,000 tested, 7.3% active
SW-620 = SW-620 colon cancer. 82,000 tested, 5.2% active. AID 1794795
HCT-15 = HCT-15 colon cancer | AID 1794746 | 82,000 tested, 5.2% active
SK-OV-3 = SK-OV-3 ovarian cancer cells; 80,000 tested, 3.2% active; AID 1794785
* marks the source's active call; other numbers are inactive results; . = no result given; & = joins results of further samples. The calls were made as follows: active = growth percent below 10; inactive = the rest. Only part of the results is shown; rates above refer to the full screens.

SMILES	IGROV1	KM12	HCT-116	OVCAR-4	HT29	COLO 205	SW-620	HCT-15	SK-OV-3
O=P(NC1CCCCC1)(N1CC1)N1CC1	77	106	79	100	93	107	92	87	100
Cc1cc[c-]cc1.Fc1c[c-]c(-c2ccccn2)c(F)c1.[Pt+2].c1ccc([PH+](c2ccccc2)c2ccccn2)cc1	53	52	35	57	23	33	46	74	92
O=C1OC(c2cccnc2)=N/C1=C\c1ccc(Cl)cc1	.	95	97	95	104	110	91	102	101
ClC(Cl)=C(c1ccc(Cl)cc1)c1ccc(Cl)cc1	119	110	104	107	102	113	106	95	100
CCCCCC/C=C/c1cc(O)c2c(c1)OC(C)(C)[C@H]1CC[C@H](C)C[C@H]21	102	96	89	106	111	117	96	97	94
[Cl][Sn]([c]1ccccc1)([c]1ccccc1)[c]1ccccc1	-77*	-71*	-97*	-89*	-81*	-92*	-56*	-87*	-97*
COc1ccc2nc(Cl)c(/C=C(\C#N)C(=O)c3cn(Cc4ccccc4)c4ccccc34)cc2c1	97	103	101	114	99	108	102	99	86
O=C(c1ccccc1)C(F)(Cl)Cl	114	99	96	110	109	113	101	106	106
OC(c1ccccc1)(c1ccccc1)c1ccncc1	98	.	105	96	99	111	115	100	100
CCCCOC(=O)CC(C)SP1(=S)OCC(CC)(CC)CO1 (configuration not stated)	101	101	87	102	98	105	106	104	100
CC12CCC3(CCC(=O)NCCNc4ccnc5cc(Cl)ccc45)[C@@](C)(OO[C@]3(C)O1)O2	99	93	86	80	89	99	95	92	112
CCC(C)(C)O	117	105	111	111	109	110	100	100	118
CCCCOc1ccc(C(N)Cc2ccccc2)cc1 (configuration not stated)	88	99	86	107	75	-43*	88	85	114
Cc1ccc(OC(=O)N(C)C)c(C)c1	114	106	101	101	104	116	106	98	111
CCCCC1(CCC)C(=O)NC(=S)NC1=O	88	109	99	96	105	112	109	94	109
CC(Br)C(=O)Nc1ccccc1 (configuration not stated)	100	104	101	78	112	115	113	99	94
Cc1cc(NC(=O)Oc2ccccc2)ccc1S(=O)(=O)F	99	101	100	102	95	108	106	102	100
O=c1[nH]c(=O)n(Cl)c(=O)n1Cl	97&124	107&101	99&113	109&115	112&106	123&117	110&105	108&111	109&111
CCOC(=O)C(Cl)(Cl)Cl	114	106	109	112	110	106	104	109	103
C[C@@]12CC=C3c4nc(Nc5cccc(O)c5)sc4CC[C@]3(C)[C@H]1CC[C@]1(C)C(=O)CC[C@@H]21	-12*	35	-24*	52	-29*	34	-4.1*	-48*	37
Cc1sc2c(c1C)C(c1ccc(Cl)cc1)=N[C@@H](CC(=O)OC(C)(C)C)c1nnc(C)n1-2	31	41	31	43	18	19	52	13	39
CN(C)c1ccc(N=Nc2ccc([As](=O)(O)O)cc2)cc1	111	100	103	110	109	127	108	117	120
CCC(=O)OC1CCn2c1nc1c2C(=O)C(C)=C(N2CC2)C1=O (configuration not stated)	-6.2*	-35*	1.1*	13	7.7*	-74*	3.8*	2.8*	-54*
COc1cc(C2c3cc(O)c(OC)cc3CC3C(=O)OCC32)ccc1O (configuration not stated)	116	99	108	110	108	103	101	100	98
CCC(CC)(C[N+](=O)[O-])C[N+](=O)[O-]	96	105	101	96	99	113	98	97	102
COc1ccc(C(SCC(NC(=O)OCc2ccccc2)C(=O)O)c2ccc(OC)cc2)cc1 (configuration not stated)	112	108	108	105	111	108	106	109	103
Nc1nc(=S)[nH][nH]1	99	92	93	98	104	113	.	104	102
C[C@@H]([C@H](O)c1ccccc1)N(C)C	111	108	105	.	103	114	105	105	109
Cc1ccc(CN2CCC3CCC(C3)C2)c(O)c1 (configuration not stated)	115	100	100	106	98	100	98	106	106
COc1cc(CNC(=O)CN2CCCC2=O)ccc1O	98	97	109	114	102	95	100	107	111
CC(=O)N(C)C1=Nc2ccc(Cl)cc2C(c2ccccc2)=NC1	111	99	99	103	87	115	101	103	102
CC1(C)N=C(N)N=C(N)N1c1ccc(C(=O)Nc2ccc(S(=O)(=O)F)cc2)cc1	103	102	101	89	100	98	106	98	91
CCCCCCCCCCOc1ccc(C(=O)Oc2ccc(CSP3(=O)OCC4OC(n5ccc(=O)[nH]c5=O)C(F)C4OP(=O)(O)OCC4OC(n5cnc6c(N)ncnc65)C(F)C4O3)cc2)cc1 (configuration not stated)	95	103	80	59	79	.	115	105	98
CC(=O)O[C@H]1C(=O)[C@@]2(C)[C@H]([C@H](OC(=O)c3ccccc3)[C@]3(O)C[C@H](OC(=O)[C@H](OC(=O)OCC4COC(C)(C)O4)[C@@H](NC(=O)c4ccccc4)c4ccccc4)C(C)=C1C3(C)C)[C@]1(OC(C)=O)CO[C@@H]1C[C@@H]2O (some centres not stated)	35	19	19	79	9.7*	7.2*	39	29	49
NNC(=O)c1ccccc1	.	108	119	97	118	112	109	108	110
C(#CCN1CCOCC1)CN1CCOCC1	144	104	110	119	100	112	111	109	103
COc1ccc(Nc2nc(-c3ccc(OC)cc3)c[se]2)cc1	98	96	101	91	86	121	104	95	104
CC(O)CN(CCO)CC(C)O (configuration not stated)	99	111	90	100	99	134	106	104	105
CN[C@@]1(c2ccccc2Cl)CCCC[C@@H]1NCC1CC1	99	100	105	89	96	114	100	104	100
[N-]=[N+]=NC(C(=O)O)c1ccccc1 (configuration not stated)	98	111	101	.	99	104	107	101	99
CC1CN1c1nc(N2CC2C)nc(N2CC2C)n1 (configuration not stated)	131	117	99	119	115	116	109	112	113
COc1ccc(-n2c(SC)nc3ccc(Cl)cc3c2=O)cc1	96	100	96	98	102	121	100	92	110
CC#CC#COC(=O)C1=C(Nc2ccc(F)c(Cl)c2)C(=O)OC12C(=O)Nc1ccccc12 (configuration not stated)	96	99	105	96	105	119	95	104	100
CC1(C)N=C(N)N=C(N)N1c1ccc(CCCCc2ccc(Cl)c(S(=O)(=O)F)c2)c(Cl)c1	.	15	20	36	16	36	24	37	57
O=C1C2CC=CCC2C(=O)N1SC(Cl)(Cl)Cl (configuration not stated)	32	103	66	100	89	87	8.0*	67	.
COc1cc2c(cc1OC)CC(C)[N+](C)=C2 (configuration not stated)	107	99	89	100	97	102	100	103	101
CC1CCC2(OC1)OC1C(O)C3C4CCC5CC(OC6OC(CO)C(OC7OC(CO)C(O)C(OC8OCC(O)C(O)C8O)C7OC7OC(CO)C(O)C(OC8OC(CO)C(O)C(O)C8O)C7O)C(O)C6O)C(O)CC5(C)C4CCC3(C)C1C2C (configuration not stated)	-48*	34	-72*	-67*	-41*	23	51	37	-36*
CC(NC(=O)N1CC1(C)C)c1ccccc1 (configuration not stated)	124	119	119	113	106	119	109	110	125
[Cl][Hg][c]1ccc(Cl)s1	26	91	16	11	25	-81*	-27*	-59*	98
OC(Cc1ccccn1)C(Cl)(Cl)Cl (configuration not stated)	.	97	96	120	102	101	106	91	101
CN(C)C1OCCO1	97	115	92	108	104	104	106	95	95
COc1cccc(NC2=NCCS2)c1	104	108	104	96	100	111	104	93	109
CC(N)Cc1c[nH]c2ccc(Cl)cc12 (configuration not stated)	94	100	103	108	101	102	103	98	114
CN(C)CCC(=O)c1ccccc1	102	105	98	109	96	108	102	99	104
Cc1c(Cl)ccc(C(O)CN(C)Cc2ccccc2)c1Cl (configuration not stated)	77	87	71	98	43	85	98	84	91
COc1ccc(CO)cc1O	106	104	99	116	105	110	104	111	108
CCCCCCC(C)(C)c1cc(OC)c2c(c1)OC(C)(C)[C@@H]1CC=C(C)C[C@@H]21	107	100	89	94	96	103	100	107	100
O=C(NC(=S)N1CC1)c1ccccc1	105	108	98	.	102	109	107	99	.
O=Cc1ccc(C(Cl)(Cl)Cl)nc1	103	104	98	88	110	109	91	101	109
CCC1CN1P(=O)(OCCOC)N1CC1CC (configuration not stated)	111	114	104	109	104	119	106	99	118

Reprinted from the part before: 2 entries; new compounds follow.
SMILES	IGROV1	KM12	HCT-116	OVCAR-4	HT29	COLO 205	SW-620	HCT-15	SK-OV-3
O=Cc1ccc(C(Cl)(Cl)Cl)nc1	103	104	98	88	110	109	91	101	109
CCC1CN1P(=O)(OCCOC)N1CC1CC (configuration not stated)	111	114	104	109	104	119	106	99	118
NC(=O)NC(=O)CBr	100	103	96	117	99	111	109	103	112
NNC(=O)c1ccc(O)cc1	.	109	101	101	110	113	100	106	102
CC(C)C1c2ccc(O)cc2Oc2nc(N)c(C#N)c(N)c21 (configuration not stated)	111	103	103	101	109	109	115	107	116
N#CC(C#N)=Cc1cccc([N+](=O)[O-])c1	111	109	99	104	107	107	101	99	113
C=CCc1cc2c(cc1OCCC)OCO2	125	111	87	110	91	108	100	96	101
COc1ccc(C2CC(=O)c3c(cc(OC)c(OC)c3OC)O2)cc1 (configuration not stated)	96	98	89	98	101	106	96	92	.
CCC1CN1P(=S)(N1CC1CC)N1CC1CC (configuration not stated)	98	107	109	108	111	113	93	108	109
CCCCCCCCCCOC(=O)CCN1CC1	98	101	106	127	100	114	102	101	106
CCCCC(CCN)(c1cccs1)c1cccs1	104	100	90	108	97	110	99	106	98
CCCC[N+](CCCC)(CCCC)CCCC	68	95	92	102	107	116	93	86	97
n1nc(-c2nonc2-c2nn[nH]n2)n[nH]1	118	118	106	102	107	117	107	106	115
CC(C)N(CCCl)CCOc1ccc(Cl)cc1Cc1ccccc1	95	95	78	85	79	96	84	83	112
C[C@]12CCC(=O)C=C1C=CC1C2CC[C@@]2(C)C1CC[C@@]2(O)CCC(=O)O (some centres not stated)	104	106	108	107	110	129	104	102	106
COC(=O)[C@@H](C)C[C@H](Cc1ccccc1)NC(=O)c1csc([C@@H](C[C@H](C(C)C)N(C)C(=O)[C@@H](NC(=O)C23CC(NC(C)=O)(C2)C3)C2CC2)OC(C)=O)n1	49	28	21	78	21	33	41	92	79
CC1CCN(C(c2ccccc2)C(O)c2ccccc2)CC1 (configuration not stated)	101	101	68	94	83	.	100	95	91

Molecules from the list above that contain a carbonyl joined to an NH by a bond outside any ring, in the order listed:
SMILES	IGROV1	KM12	HCT-116	OVCAR-4	HT29	COLO 205	SW-620	HCT-15	SK-OV-3
CC12CCC3(CCC(=O)NCCNc4ccnc5cc(Cl)ccc45)[C@@](C)(OO[C@]3(C)O1)O2	99	93	86	80	89	99	95	92	112
CC(Br)C(=O)Nc1ccccc1 (configuration not stated)	100	104	101	78	112	115	113	99	94
Cc1cc(NC(=O)Oc2ccccc2)ccc1S(=O)(=O)F	99	101	100	102	95	108	106	102	100
COc1ccc(C(SCC(NC(=O)OCc2ccccc2)C(=O)O)c2ccc(OC)cc2)cc1 (configuration not stated)	112	108	108	105	111	108	106	109	103
COc1cc(CNC(=O)CN2CCCC2=O)ccc1O	98	97	109	114	102	95	100	107	111
CC1(C)N=C(N)N=C(N)N1c1ccc(C(=O)Nc2ccc(S(=O)(=O)F)cc2)cc1	103	102	101	89	100	98	106	98	91
CC(=O)O[C@H]1C(=O)[C@@]2(C)[C@H]([C@H](OC(=O)c3ccccc3)[C@]3(O)C[C@H](OC(=O)[C@H](OC(=O)OCC4COC(C)(C)O4)[C@@H](NC(=O)c4ccccc4)c4ccccc4)C(C)=C1C3(C)C)[C@]1(OC(C)=O)CO[C@@H]1C[C@@H]2O (some centres not stated)	35	19	19	79	9.7*	7.2*	39	29	49
NNC(=O)c1ccccc1	.	108	119	97	118	112	109	108	110
CC(NC(=O)N1CC1(C)C)c1ccccc1 (configuration not stated)	124	119	119	113	106	119	109	110	125
O=C(NC(=S)N1CC1)c1ccccc1	105	108	98	.	102	109	107	99	.
NC(=O)NC(=O)CBr	100	103	96	117	99	111	109	103	112
NNC(=O)c1ccc(O)cc1	.	109	101	101	110	113	100	106	102
COC(=O)[C@@H](C)C[C@H](Cc1ccccc1)NC(=O)c1csc([C@@H](C[C@H](C(C)C)N(C)C(=O)[C@@H](NC(=O)C23CC(NC(C)=O)(C2)C3)C2CC2)OC(C)=O)n1	49	28	21	78	21	33	41	92	79

Compound activity (PubChem BioAssay)
